# Rab9 prom act = qHTS Assay for Rab9 Promoter Activators | 2.8% of 320,000 active | Potency, µM (top dose mostly 9.22 µM), for inactives: top-dose activation, negative = inhibition, usual class: activators | Huh7 Rab9 promoter-luciferase reporter, luminescence, 24 h; also: potency is read from the fitted curve at half-maximal effect; % of control where 0% means no effect; nearly all actives have a fitted effect of over 60% in size
#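 Huh7 cells stably carrying a Rab9 promoter-luciferase reporter, 1500 cells per well in OP-MEM I with 10% FBS, treated with compound 24 hours at 37C. Luciferase activity read by luminescence after 10 minutes with Amplite reagent.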
# PKM2 activator = qHTS Assay for Activators of Human Muscle isoform 2 Pyruvate Kinase | purified PKM2, Kinase-Glo ATP luminescence, activation; response scale: 0% is enzyme alone, no compound | Potency, µM (series often up to 57.5 µM), for inactives: top-dose activation, most hits filed as activators | 0.34% of 260,000 active | AID 1631, 2009; also: potency is read from the fitted curve at half-maximal effect; % is scaled to controls: 0 for no effect and ±100 for the full control effect; nearly all actives have a fitted effect of over 55% in size
#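 Purified hPK-M2 (>95% pure) converted ADP (0.1 mM final) to ATP with 0.5 mM PEP in 50 mM imidazole pH7.2, KCl, MgCl2, Tween 20, BSA; 1 h at room temperature. ATP detected by Kinase-Glo luminescence.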
# NPC1 promoter act = qHTS Assay for NPC1 Promoter Activators. Huh7 NPC1 promoter luciferase reporter, 24 h. Potency, µM (doses to about 9.22 µM), inactives show top-dose activation, actives largely listed as activators. 2.4% of 320,000 active;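 also: potency is read from the fitted curve at half-maximal effect; % of control where 0% means no effect; nearly all actives have a fitted effect of over 60% in size; reporter is driven by a mutant NPC1 promoter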
#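 Luminescence read-out of NPC1 promoter-driven luciferase in stably transfected Huh7 cells; compounds delivered in DMSO and left 24 h at 37C, 5% CO2, qHTS titration format.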
# p53 reactivation = qHTS assay for re-activators of p53 using a Luc reporter; H1299 p53-A138V BP100-luciferase reporter, luminescence, 24 h; Potency, µM (top dose mostly 92.2 µM), for the others: top-dose activity change, positive = activation, usual class: activators; 0.063% of 320,000 active; AID 504706, 2011; also: potency is read from the fitted curve at half-maximal effect; % of control where 0% means no effect; nearly all actives have a fitted effect of over 45% in size
#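 H1299 (p53-null), stable ts p53-A138V + BP100-Luc; 1000 cells/well, Opti-MEM/10% FBS; cpd 4 pt, 1:5; 24 h, 37 deg C, 5% CO2; detection reagent 10 min RT; luminescence.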
# Giardia kill = Small Molecules that selectively kill Giardia lamblia: qHTS | 0.15% of 340,000 active | Giardia lamblia trophozoite viability | AID 540267, 2011 | activity change, % at 7.66 µM, hits read low; in the data active = activity change below about -80%; inconclusive = between about -30% and that limit;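 also: parasites exposed to compound for two days anaerobically before the ATP read; % is scaled to controls: 0 for no effect and ±100 for the full control effect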
#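 Giardia lamblia trophozoites (100 cells/well) were incubated with compounds for 48 h at 37 deg C under anaerobic conditions. Viability was read as ATP content by one-step luminescence after 15-30 min at room temperature.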
# Menin-MLL TR inh = qHTS Assay for Inhibitors Targeting the Menin-MLL Interaction in MLL Related Leukemias: Competition With Texas Red Labeled MLL-derived Mutant Peptide; 0.23% of 270,000 active; Menin + Texas Red MLL mutant peptide, fluorescence polarization; Potency, µM (doses to about 61.6 µM), for the others: at the top dose FP activity change, negative = inhibition, usual class: inhibitors; O00255; active = well fitted inhibition curve with a large enough effect in the polarisation, with a control signal flat, not every such curve was filed as active; inconclusive = small, poorly fitted or top-dose-only effect, or effect the other way, or a change in a side signal; inactive = no such curve, though single readings can be large or run the other way; the % refers to the polarisation; also: potency is read from the fitted curve at half-maximal effect; % of control where 0% means no effect; many of its hits are not listed in these tables
# Target sequence (O00255 whole entry, looked up): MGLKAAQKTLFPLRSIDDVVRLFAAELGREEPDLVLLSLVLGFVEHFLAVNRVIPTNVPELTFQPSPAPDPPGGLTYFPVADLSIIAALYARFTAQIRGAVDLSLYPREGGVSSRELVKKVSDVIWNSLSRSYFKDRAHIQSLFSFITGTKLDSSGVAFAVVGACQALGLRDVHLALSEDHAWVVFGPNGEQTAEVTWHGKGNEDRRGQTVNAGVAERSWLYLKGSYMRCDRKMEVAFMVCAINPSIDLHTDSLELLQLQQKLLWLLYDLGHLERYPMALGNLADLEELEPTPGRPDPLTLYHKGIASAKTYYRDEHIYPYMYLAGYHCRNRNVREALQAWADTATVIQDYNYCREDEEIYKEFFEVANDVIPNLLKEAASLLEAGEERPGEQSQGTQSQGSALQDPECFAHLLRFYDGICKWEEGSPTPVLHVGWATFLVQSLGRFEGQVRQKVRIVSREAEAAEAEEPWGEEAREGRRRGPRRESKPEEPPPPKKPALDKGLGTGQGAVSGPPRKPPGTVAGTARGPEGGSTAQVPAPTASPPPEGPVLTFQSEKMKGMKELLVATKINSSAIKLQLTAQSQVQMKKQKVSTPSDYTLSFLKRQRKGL
# VP16 counter = VP16 counterscreen qHTS for inhibitors of ROR gamma transcriptional activity | Drosophila S2 Gal4-VP16 UAS-luciferase, luminescence, 20 h | 3.5% of 310,000 active | AID 2546, 2010 | Potency, µM (doses to about 53.6 µM), without a hit: top-dose activity, negative = inhibition, usual class: inhibitors;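 also: Gal4-VP16 expression switched on by copper sulfate through the metallothionein promoter; potency is read from the fitted curve at half-maximal effect; % is scaled to controls: 0 for no effect and ±100 for the full control effect; nearly all actives have a fitted effect of over 50% in size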
# RORg inh = qHTS for inhibitors of ROR gamma transcriptional activity | Nuclear receptor ROR-gamma (Mus musculus), P51450 | Drosophila S2 Gal4-RORgamma UAS-luciferase reporter, 20 h | Potency, µM (top dose mostly 53.6 µM), inactives show top-dose activity change, negative = inhibition, most hits filed as inhibitors | 5.4% of 310,000 active; also: potency is read from the fitted curve at half-maximal effect; % is scaled to controls: 0 for no effect and ±100 for the full control effect; nearly all actives have a fitted effect of over 60% in size
# Target sequence (P51450 whole entry, looked up, the tested form may be a part): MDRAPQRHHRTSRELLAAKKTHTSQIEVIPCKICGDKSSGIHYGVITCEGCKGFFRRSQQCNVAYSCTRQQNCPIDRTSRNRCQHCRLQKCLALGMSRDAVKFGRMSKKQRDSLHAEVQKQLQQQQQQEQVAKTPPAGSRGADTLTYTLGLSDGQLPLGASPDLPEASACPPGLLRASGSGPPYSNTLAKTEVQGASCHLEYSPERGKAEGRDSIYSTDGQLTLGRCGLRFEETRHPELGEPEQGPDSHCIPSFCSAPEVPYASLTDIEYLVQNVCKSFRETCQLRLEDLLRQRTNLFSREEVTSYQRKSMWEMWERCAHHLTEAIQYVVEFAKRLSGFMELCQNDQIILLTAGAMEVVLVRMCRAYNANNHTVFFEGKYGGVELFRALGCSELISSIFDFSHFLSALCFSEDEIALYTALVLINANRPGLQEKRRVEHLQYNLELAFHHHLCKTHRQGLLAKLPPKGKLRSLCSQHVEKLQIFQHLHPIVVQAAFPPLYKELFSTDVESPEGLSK
#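 ROR gamma transcriptional activity was tracked as Gal4-UAS luciferase output in stably transfected Drosophila Schneider cells, with compound added 1 hr before 700 uM copper sulfate induction and a 20 hr ambient-temperature incubation.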
# FLuc modulator = qHTS profiling assay for firefly luciferase inhibitor/activator using purifed enzyme and Km concentrations of substrates (counterscreen for miR-21 project). purified FLuc, Km substrates, luminescence inhibition. 6.9% of 360,000 active. Potency, µM (doses to about 57.5 µM), inactives show top-dose activity change, negative = inhibition, actives largely listed as inhibitors. AID 588342, 2011. Luciferin 4-monooxygenase (Photinus pyralis), P08659;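 also: potency is read from the fitted curve at half-maximal effect; plate controls were vehicle for no effect and reference inhibitor for full effect; nearly all actives have a fitted effect of over 55% in size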
#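 Purified P. pyralis luciferase, 10 nM final, with Km-level 10 uM D-luciferin and 10 uM ATP in 50 mM Tris acetate pH 7.5, 10 mM Mg acetate, 0.01% Tween-20, 0.05% BSA; 6-point qHTS titration about 60 µM downward; luminescence read.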
# BRCA1 expr act = qHTS Assay to Identify Small Molecule Activators of BRCA1 Expression. MCF7-BRCA1-FFLuc reporter, luminescence, 48 h; response scale: scaled: vehicle 0%, 10 µM genistein 100%. Potency, µM (series often up to 46.1 µM), for the others: at the highest dose activation, most hits filed as activators. 1.1% of 380,000 active. AID 624202, 2012; also: potency is read from the fitted curve at half-maximal effect; nearly all actives have a fitted effect of over 80% in size; some results filed as inactive show a strong effect at the top dose
#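 Quantitative HTS in MCF7 cells stably reporting BRCA1 expression via firefly luciferase. Compound treatment lasts 48 h at 37 °C in phenol-red free MEM. Activation is expressed relative to genistein at 10 microM and DMSO.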
# ELG1 genotoxic = qHTS screen for small molecules that induce genotoxicity in human embryonic kidney (HEK293T) cells expressing luciferase-tagged ELG1; 1.3% of 330,000 active; Potency, µM (top dose mostly 46 µM), inactives show at the highest dose activity change, positive = activation, usual class: activators; HEK293T ELG1-luciferase reporter, luminescence, 16 h; also: potency is read from the fitted curve at half-maximal effect; % of control where 0% means no effect; nearly all actives have a fitted effect of over 60% in size
#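 Luminescence read-out: rising ELG1-luciferase signal, reflecting elevated ELG1 protein under genetic stress, flags genotoxic compounds. Cells were treated for 16 hr at 37 °C before ONE-Glo detection.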
# The depositor's hits bear a star; ? = inconclusive; · = no result given; & = joins results of further samples; [ ] = another dose, or the depositor's remark. Unless noted, calls follow the shape of the dose curve; as a rule, active = well fitted curve in the direction sought with a large enough effect; inconclusive = small, poorly fitted or top-dose-only effect, or another doubt; inactive = no such curve, though single readings can be large; an effect the other way counts as inactive or inconclusive. These rows are one share of the data; rates above refer to the full screens.
Compound | Rab9 prom act | PKM2 activator | NPC1 promoter act | p53 reactivation | Giardia kill | Menin-MLL TR inh | VP16 counter | RORg inh | FLuc modulator | BRCA1 expr act | ELG1 genotoxic
CCOC(=O)c1[nH]c(C)c(C(=O)OC(C)C(=O)Nc2ncc(Cl)cc2Cl)c1C (centres undefined) | -1% | -6% | -11% | 1% | -6 | 3% | -9% | -4% | 1% | -60% | -8%
Cc1cccc(N2CC34C=CC(O3)C(C(=O)O)C4C2=O)c1 (centres undefined) | -9% | -1% | 0% | -4% | 22 | 0% | 0% | -18% | 9% | -1% | 1%
O=c1cccccc1NCc1ccccc1 | 25% | 3% | 12% | 19% | -5 | -9% | ? | 2% | -18% | 2%[1.84 µM] | 4%
COc1cc(/C=C(\C#N)C(=O)NCC2CCCO2)ccc1OC(=O)c1ccco1 (centres undefined) | -1% | · | -2% | -5% | -5 | · | · | · | -15% | -8% | 2%
COc1ccc(NS(=O)(=O)c2ccc(N3CCOCC3)c(NC(=O)c3ccco3)c2)cc1 | 9% | -2% | -13% | 2% | 0 | -2% | 0% | -30% | 2% | -36% | -6%
O=C(COC(=O)c1cc(=O)c2ccccc2o1)Nc1c(F)c(F)c(F)c(F)c1F | 2% | · | 0% | 4% | 0 | · | · | · | 9% | -11% | 0%
Cc1cc(NC(=O)C23CC4CC(CC(C4)C2)C3)n[nH]1 | 28% | 3% | -3% | 4% | 4 | -11% | -3% | 16% | ? | -3% | -1%
C/C(=N/NC(=O)c1sc(NS(=O)(=O)c2ccccc2)nc1C)c1sc(N)nc1C | 0% | · | -2% | 2% | 2 | -10% | 2% | 15% | ? | -5% | 5%
Cn1cccc1/C=N/N1CCN(Cc2cccc3ccccc23)CC1 | -6% | ? | 2% | -2% | 0 | · | 2% | -11% | 1% | 2% | -9%
Cc1ccc(-c2cccc(C3CC=CC4C3C(=O)N(Cc3ccccc3)C4c3ccc4ccccc4c3)c2)cc1 (centres undefined) | -6% | -2% | -3% | 9% | -6&-29 | 13% | 3%&0% | 17%&-21% | 3% | 26% | -3%
COC(=O)CN1C(=O)C2(C(C#N)=C(N)Oc3c2c(C)nn3-c2ccccc2)c2ccccc21 (centres undefined) | 0% | 15% | 2% | 8% | -2 | 0% | ? | ? | -1% | 1% | 0%
O=C(COc1ccc(S(=O)(=O)NC2CCCCC2)cc1)Nc1ccc2c(c1)OCCO2 | 0% | 14% | -1% | 7% | -1 | 2%[11.7 µM] | -10% | 38% | -1% | 3% | -6%
Cc1cccc(C)c1OC(=O)CCN1C(=O)C2C3C=CC(C4CC34)C2C1=O (centres undefined) | -15% | 1% | -1% | -2% | 42[activator] | -19% | -1% | 28% | -11% | 12% | -6%
COC(=O)[C@H](Cc1ccccc1)NC(=O)NCCc1ccc(OC)cc1 | -9% | · | 2% | -1% | -8 | -9% | 5% | 4% | -2% | -25% | -1%
CCc1ccc(C(=O)CSc2nc3cc(S(=O)(=O)N4CCOCC4)ccc3n2CC)cc1 | 1% | -11% | 4% | 10% | -10 | 7% | -10% | 9% | 13µM* | -5% | 5%
COc1ccc(CCNC(=O)CN(c2cc(OC)ccc2OC)S(=O)(=O)c2ccccc2)cc1 | 1% | · | 9% | -2% | 7 | -20% | -1% | 4% | 1% | -13% | -20%
COc1ccc(S(=O)(=O)N2CCOC2CNC(=O)C(=O)NCc2ccccn2)cc1C (centres undefined) | 3% | -3% | -5% | -7% | 22 | 0% | 1% | -3% | 3% | -18% | 1%
CCO/N=C(\C)c1c(O)c2ccccc2n(C)c1=O | 9% | -2% | -4% | -11% | 0 | 12% | 1% | -22% | -1% | -6% | 0%
CCOc1ccc(-c2cnc(SCC(N)=O)nc2N)cc1 | -5% | -6% | 3% | 7% | -2 | -2% | -1% | -10% | -15% | 4% | -1%
O=C(NCc1ccccc1)N1CCCC1 | -8% | 2%[11.5 µM] | -6% | ? | -23 | -13% | 4% | -27% | 0% | 3% | -1%
CCC(=O)Oc1ccc2c(c1)O/C(=C\c1ccco1)C2=O | 12% | -1% | 1% | 8% | 8 | · | 5% | 27% | 3.4µM* | 47% | 9%
NC1=C(O)C(=O)C(c2ccccc2)O1 (centres undefined) | 4% | -9% | 1% | 2% | -9 | 14% | -12% | -17% | -9% | 6% | -1%
O=C(CN1C(=O)NC2(CCCC2)C1=O)OCCOc1ccc(Cl)cc1 | 0% | · | 0% | -7% | 2 | · | · | · | 4% | 2% | 3%
O=C(O)Cn1nc(C(F)(F)F)c2c1CCC2 | 0% | 13% | 1% | -1% | 10 | -9% | 0% | 4% | 0% | 4% | 3%
CN(Cc1ccccc1)c1nc2c(c(=O)n(C)c(=O)n2C)n1CCSc1ncccn1 | 0% | 9% | -3% | 2% | 38[activator] | -29% | -8% | 18% | 1% | -3% | -14%

# Next section; it opens with the four that closed the last part.
Compound | Rab9 prom act | PKM2 activator | NPC1 promoter act | p53 reactivation | Giardia kill | Menin-MLL TR inh | VP16 counter | RORg inh | FLuc modulator | BRCA1 expr act | ELG1 genotoxic
NC1=C(O)C(=O)C(c2ccccc2)O1 (centres undefined) | 4% | -9% | 1% | 2% | -9 | 14% | -12% | -17% | -9% | 6% | -1%
O=C(CN1C(=O)NC2(CCCC2)C1=O)OCCOc1ccc(Cl)cc1 | 0% | · | 0% | -7% | 2 | · | · | · | 4% | 2% | 3%
O=C(O)Cn1nc(C(F)(F)F)c2c1CCC2 | 0% | 13% | 1% | -1% | 10 | -9% | 0% | 4% | 0% | 4% | 3%
CN(Cc1ccccc1)c1nc2c(c(=O)n(C)c(=O)n2C)n1CCSc1ncccn1 | 0% | 9% | -3% | 2% | 38[activator] | -29% | -8% | 18% | 1% | -3% | -14%
Cc1ccn2c(C(=O)CSc3ccccc3Cl)c(C)nc2c1 | 8% | 4% | 0% | 4% | -4 | -17% | -5% | -9% | 0% | 17% | -6%
Cc1ccccc1C(=O)NNC(=O)c1cccc(Br)c1 | 8% | -4% | 7% | · | 6 | -4% | 12% | 5% | -9% | 29% | 4%
Nn1c(SCC(=O)Nc2ccc(F)cc2F)nnc1C1CCCCC1 | ? | -3% | 30% | ? | -24 | -9% | -13% | 21% | ? | 77% | 15%
CCOCCn1cnc2sc(C(=O)NCC(=O)OCC)c(C)c2c1=O | 23% | 3% | 14% | 26% | 6 | -2% | -4% | -4% | ? | 43% | ?
COC(=O)C1=C(CSc2nc3c(cc2C#N)CN(C)CC3)OC(N)=C(C#N)C1c1ccccc1F (centres undefined) | -9% | 2% | -8% | 2% | 10 | ? | 17% | ? | 0% | -25% | 7%
CC(=O)N(CCCN(C)C)c1nc2ccc(C)cc2s1 | 3% | 5% | -3% | 1% | 10 | -14% | -1% | 2% | 0% | 1% | 3%
Cc1nn(C)c(C)c1S(=O)(=O)N1CCCC(C(=O)N2CCN(c3ccc(Cl)cc3)CC2)C1 (centres undefined) | -5% | 14% | -3% | -32%[inhibitor] | -20 | ? | 7% | -2% | -1% | -35% | -5%
C/C(=N\O)C(C)(C)NC(=O)Nc1ccc(Cl)cc1 | 1% | -3% | -3% | ? | 5 | 14% | 3% | 35% | -15% | 15% | 6%
COc1cccc(/C=N/NC(=O)c2ccc(-n3cnnn3)cc2)c1 | -6% | · | -2% | 13% | 8 | · | · | · | -11% | -17% | -1%
CCc1nnc(NC(=O)c2cc(C)oc2C)s1 | 7% | 6% | -1% | 5% | -29 | · | 0% | 8% | 17µM* | 5.6µM* | 18%
CCc1nnc(NS(=O)(=O)c2ccc(NS(=O)(=O)c3ccccc3)cc2)s1 | 14% | ? | 0% | 1% | 10 | 17% | -14% | 0% | 5%[2.3 µM] | -16% | 1%
CCOC(=O)c1sc(NS(=O)(=O)c2ccc(F)cc2)nc1C | 22% | -4% | 11% | 0% | 12 | 22% | -3% | 28% | ? | 103% | 0%
Cc1onc(-c2ccccc2)c1C(=O)N(Cc1ccccn1)Cc1ccccn1 | -7% | 2% | 0% | 0% | -7 | · | -3% | 1% | -2% | -8% | -1%

# From PubChem BioAssay
